# Screening data deposited in PubChem by Sanford-Burnham Center for Chemical Genomics.
# Artemis endo inh: Artemis endonuclease inhibitors, primary screen, biochemical, fluorescence intensity, FAM/BHQ-1 hairpin substrate; inhibition, % at 10 µM; Protein artemis (Homo sapiens), Q96SD1; hit rate 0.78% among 30,000; recombinant Artemis, quenched FAM hairpin cleavage fluorescence;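 active means at 10 µM dose, at least 30% inhibition, measured as corrected fluorescence normalized to stimulator and neutral control wells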
# Target sequence (Q96SD1 whole entry, looked up): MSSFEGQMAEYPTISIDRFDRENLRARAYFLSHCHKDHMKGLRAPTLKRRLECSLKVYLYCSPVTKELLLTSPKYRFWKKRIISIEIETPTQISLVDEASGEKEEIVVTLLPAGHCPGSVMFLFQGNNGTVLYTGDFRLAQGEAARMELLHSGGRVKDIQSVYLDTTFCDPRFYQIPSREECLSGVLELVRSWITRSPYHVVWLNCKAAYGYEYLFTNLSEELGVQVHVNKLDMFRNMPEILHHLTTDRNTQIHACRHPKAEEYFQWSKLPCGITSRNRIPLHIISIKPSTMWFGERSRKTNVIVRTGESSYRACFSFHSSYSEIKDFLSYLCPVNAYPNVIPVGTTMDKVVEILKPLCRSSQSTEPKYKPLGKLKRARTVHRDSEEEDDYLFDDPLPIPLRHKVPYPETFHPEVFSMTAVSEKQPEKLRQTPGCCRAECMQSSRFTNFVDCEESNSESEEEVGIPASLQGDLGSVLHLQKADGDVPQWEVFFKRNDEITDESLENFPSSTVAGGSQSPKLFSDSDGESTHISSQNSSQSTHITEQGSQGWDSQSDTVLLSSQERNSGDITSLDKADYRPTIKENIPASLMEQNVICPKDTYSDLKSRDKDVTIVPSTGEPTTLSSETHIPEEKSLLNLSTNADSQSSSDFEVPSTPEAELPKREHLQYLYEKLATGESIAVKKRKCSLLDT
# Active calls of the source: *.
SMILES,Artemis endo inh
CC1Cc2ccccc2N1C(=O)Cn1cc([N+](=O)[O-])cn1 (stereo unspecified),8
COc1ccc(N(C(=O)Cn2nnc3ccccc32)C(C(=O)NCc2ccco2)c2cccnc2)cc1 (stereo unspecified),2
CN(C)c1ccc(C2OC(=O)C(C)(C)C(=O)C2(C)C)cc1 (stereo unspecified),-6
Cc1ccc2nc(NC(=O)CN(C)S(=O)(=O)c3ccc(Br)s3)sc2c1,27
Cc1ccc(NC(=O)c2sc(Cl)nc2-c2ccccc2)cc1C,2
CCCS(=O)(=O)N1CCN(CC2CC3C=CC2C3)CC1 (stereo unspecified),-8
CCn1c(=O)c(C)nn2c3ccccc3nc12,-7
CC(C)COC(=O)c1cc(=O)[nH]c2ccccc12,-4
C/C(=N\NC(=O)CSCc1ccc(Cl)cc1)c1ccc(NC(=O)c2ccccc2)cc1,10
CCCS(=O)(=O)N1CCC(C(=O)NCc2ccccc2Cl)CC1,-5
COC(=O)c1[nH]c2c(c1C)C(=O)CC(c1cccs1)C2 (stereo unspecified),-3
COC(=O)c1cn(CC(=O)N2CCCCC2C)c2ccccc12 (stereo unspecified),-4
N#Cc1ccsc1NC(=O)CSc1ncnc2ccccc12,3
COc1ccc(/C=C2/SC(=S)N(n3c(C)ccc3C)C2=O)cc1,14
O=C(NNC(=O)c1cccnc1)Nc1cccc2ccccc12,7

# As a short view, some entries already given:
SMILES,Artemis endo inh
CC1Cc2ccccc2N1C(=O)Cn1cc([N+](=O)[O-])cn1 (stereo unspecified),8
COc1ccc(N(C(=O)Cn2nnc3ccccc32)C(C(=O)NCc2ccco2)c2cccnc2)cc1 (stereo unspecified),2

# (next part)
SMILES,Artemis endo inh
COCCOC(=O)C1=C(C)N=c2s/c(=C\c3cccs3)c(=O)n2C1c1cccs1 (stereo unspecified),0
CNC(=O)c1cc2cc(OC)ccc2n1CCN(Cc1ccccc1)Cc1ccccc1,-4
Brc1ccc(-c2nc(N/N=C/c3cccnc3)c3ccccc3n2)cc1,13
Cc1ccc2c(C(=O)CN3CCCC3)c(C)[nH]c2c1,-9
O=C(O)C1CCCCC1C(=O)NCCCCc1ccccc1 (stereo unspecified),-17
COc1ccc(NC(=O)C(=O)NCc2ccncc2)c(OC)c1,5
COc1ccc(OC(=O)c2cnn(-c3ccccc3)c2C)cc1,-3
O=C(c1ccc(C#CC2(O)CCCCC2)cc1)N1CCN(C(c2ccccc2)c2ccccc2)CC1,12
Cc1nc(N2C(=O)C(=O)/C(=C(/O)c3ccccc3)C2c2ccco2)sc1C (stereo unspecified),14
O=C(c1cnccn1)N1CCN(C/C=C/c2ccccc2)CC1,-2
Cc1c(NC(=O)c2cc(-c3ccc(Cl)s3)nc3ccccc23)c(=O)n(-c2ccccc2)n1C,11
COc1ccc(-c2nc(-c3ccccc3)c(-c3cc([N+](=O)[O-])ccc3C)[nH]2)cc1O,7
CC(=O)NCCn1ccc2ccccc21,-10
CCNc1nc(NC#N)nc(SCC(=O)OCC)n1,5
CC(=O)N1CCc2cc(S(=O)(=O)NCCC(=O)NC3CCN(Cc4ccccc4)CC3)ccc21,10
CCOC(=O)c1sc(-c2ccc(OC)cc2)cc1N,15
O=C(c1ccccc1)c1cccc(NC(=O)C2CC2)c1,-3
CC1(C)C2CC=C(/C=N/n3cnnc3)C1C2 (stereo unspecified),-4
CCN(CC)C(=O)Cn1c(=O)n(C)c2ccccc21,1
CCNc1[nH]c(=O)n(C)c(=O)c1N=O,4
CN(C)CCN1C(=O)C(=O)/C(=C(/O)c2ccccc2)C1c1ccccc1F (stereo unspecified),-7
O=C(Cc1ccccc1)N[C@@H](Cc1ccccc1)c1nc2ccccc2[nH]1,2
O=C(CN(C1CCCCC1)S(=O)(=O)c1ccccc1)NCc1cccnc1,-1
CCCCOCP(=O)(CC)COCCCC,-7
C=CCc1ccc(OCCOCCOc2ccccc2[N+](=O)[O-])c(OC)c1,1
Nc1nc2ccc(Oc3ccccc3)cc2s1,-7
C=CCOC(=O)C1C(=O)CC(C)(O)C(C(=O)OCC=C)C1c1ccc(OCC)cc1 (stereo unspecified),4
CC(C)(C)CC(=O)Nc1nnc(C(F)(F)F)s1,-4
COc1ccc(Sc2cnn(-c3ccccc3)c(=O)c2Cl)cc1,2
COc1ccc(OCc2nn3c(-c4ccccn4)nnc3s2)cc1,-4
CCOC(=O)c1c(C)oc2c1cc(O)c1ccccc12,8
CN(C)S(=O)(=O)N(CC(=O)Nc1ccccc1)c1ccccc1,4
Cc1ccn2cc(-c3cnoc3C)nc2c1,4
CCOC(=O)C1=c2s/c(=C\c3cccnc3)c(=O)n2C(N)=C(C(=O)OC)C1c1cccnc1 (stereo unspecified),-2
Cn1c(=O)c2c(nc(CN3CCCCC3)n2CCc2ccccc2)n(C)c1=O,-10
CCN(CC)c1ccc(NC(=O)c2cncc(Br)c2)cc1,-3
O=C(O)c1cc(-c2ccc(Cl)cc2)n[nH]1,4
CCCCC(C(=O)O)C(C)CC(=O)Nc1ccn(-c2ccccc2)n1 (stereo unspecified),2
N#C/C(=C\Nc1ccc2c(c1)OCCO2)c1nc2ccccc2[nH]1,0
O=C(CS(=O)c1ccc(C(F)(F)F)cc1[N+](=O)[O-])Oc1ccccc1 (stereo unspecified),7
Cc1ccc(-c2nc3ccccc3c(C(=O)NCc3cccs3)c2C)cc1,11
NC(=O)C1CCN(C(=O)CN2CCc3ccccc32)CC1,-3
COc1ccc(OC)c(NC=C2C(=O)OC(C)(C)OC2=O)c1,-3
Cc1ccc(C(C)C)c(OCCn2c(=O)oc3ccccc32)c1,7
O=C1CC(N2CCOCC2)C(=O)N1c1cccc(Cl)c1 (stereo unspecified),-7
COc1cccc(-n2c(C)nc3c(cnn3-c3ccc(Cl)cc3)c2=O)c1,6
COc1ccc(S(=O)(=O)N2CCCC2C(=O)Nc2nccs2)cc1 (stereo unspecified),1
CCCC(c1nnnn1C(C)(C)CC)N(CCCO)Cc1cc2cc(C)cc(C)c2[nH]c1=O (stereo unspecified),10
CC(=NCc1ccccc1)C1=C(O)COC1=O,6
COc1ccc(NC(=O)C(=O)NCCN2CCN(C(=O)c3cccs3)CC2)cc1,-12
CC1CCCC(C(=O)OCc2ccccc2)N1 (stereo unspecified),-2
N#Cc1nc(COc2ccc(Br)cc2)oc1N1CCCC1,4
COc1nc(-c2ccccc2)c2c(c1C#N)CC(C)(C)OC2,10
CCCS(=O)(=O)N1CCCC(C(=O)NCCCN2CCN(c3ccc(F)cc3)CC2)C1 (stereo unspecified),20
Cc1cc(NC(=O)COC(=O)c2cc(S(=O)(=O)N3CCOCC3)ccc2N2CCCCC2)no1,-3
O=C(N1CCCCC1)C12CC3CC(CC(C3)C1)C2,-2
COc1cccc(C(=O)Nc2ccc(-c3nnc(-c4ccco4)o3)cc2)c1,-1
O=c1cc(CO)oc(C(Nc2ccccn2)c2ccc(C(F)(F)F)cc2)c1O (stereo unspecified),3
COc1ccccc1-n1c(N)c(C(=O)NCC2CCCO2)c2nc3ccccc3nc21 (stereo unspecified),6
COc1ccc(OC)c(C2CC(=O)C(C)C(c3cc(OC)ccc3OC)N2)c1 (stereo unspecified),-6

# (cont.)
SMILES,Artemis endo inh
CNc1nc(OCC(F)(F)F)nc(N2CCOCC2)n1,-6
O=C(CC(c1ccccc1)C1CCCCC1=O)c1ccco1 (stereo unspecified),-6
Cc1ccc2oc(-c3ccccc3C(=O)O)cc(=O)c2c1,-2
CC(C)(C)C1CCc2c(sc(N)c2C(N)=O)C1 (stereo unspecified),16
CC(=O)OCCNC(=O)Cn1cnc2c1c(=O)n(C)c(=O)n2C,-8
O=C(NCCN1CCOCC1)N1c2ccccc2Sc2ccccc21,0
CC12CCCCC1(O)[N+](=O)C1=C(CCCC1)N2[O-] (stereo unspecified),5
CCNc1nc(Oc2ccc(C(=O)OC)cc2)nc(N(C)C)n1,-4
Cc1cc(NC2CCCCC2)nc(-c2ccccc2O)n1,0
O=C(CCn1cnc2ccccc2c1=O)Nc1ccc(S(=O)(=O)N2CCCC2)cc1,4
CCNC(=O)CN1C(=O)NC2(CCCc3cc(OC)ccc32)C1=O (stereo unspecified),-6
Cc1ccc(N/C=C(/C#N)c2ccsc2)cc1C,1
COc1ccc(C(c2nnnn2Cc2cccs2)N2CCN(c3ccccc3F)CC2)cc1OC (stereo unspecified),-2
CCOC(=O)CSc1nnnn1-c1cccc2ccccc12,-4
O=C1CC(c2ccc(F)cc2)Cc2nc(N3CCOCC3)ncc21 (stereo unspecified),-2
OCCN(Cc1ccccc1)Cc1ccc(C(F)(F)F)cc1,13
COc1ccc(C(=O)Nc2cc(OC)ccc2OC)cc1,6
CCN(CC)S(=O)(=O)c1cc(-c2nnc(-c3ccc(Br)cc3)o2)ccc1Cl,9
CCCN1C2=NCCN2c2ccccc21,-7
CC(=O)c1c(C)[nH]c(C(=O)COc2ccc(C#N)cc2)c1C,-3
O=c1[nH]cnc2nc3n(c12)CCCCC3,-9
COCCn1c(Cc2ccccc2)nnc1SCC(=O)NC(C)C,-3
O=C(O)c1nc(-c2ccccc2)n(-c2ccc(Cl)cc2)n1,-1
O=C(CCCn1c(=O)[nH]c2cc(Cl)ccc2c1=O)NCC1CCCO1 (stereo unspecified),3
CCOC(=O)c1ccc(NC(=O)Nc2ccc(F)cc2)cc1,5
Cc1cc(N2CCN(c3ccccc3F)CC2)nc2cc(O)ccc12,6
CSc1ncccc1C(=O)OCc1ccc(C#N)cc1,7
CC(=O)c1cc(C(=O)Nc2ccccc2C(=O)O)oc1C,1
CCN(CC)C(=O)CSc1nc2ccccc2o1,-11
O=C(COC(=O)[C@H](Cc1ccccc1)N1C(=O)c2ccccc2C1=O)Nc1ccc2c(c1)OCO2,6
CCOc1ccc2nc(NCCNC(=O)C3CC3)c(C)cc2c1,-5
Cc1ccc(-c2cc(-c3cccc(F)c3)n[nH]2)c(O)c1,3
Cn1c(=O)c2c(nc(-n3ccnc3)n2C)n(C)c1=O,2
CCCn1c(-c2ccc(OC)cc2)nc2c(=O)n(C)c(=O)[nH]c21,0
COCCCNC(=O)c1ccc(N(C)S(=O)(=O)c2ccc(OC)cc2)cc1,0
O=C(c1ccc(NS(=O)(=O)c2ccccc2)cc1)N1CCCC1,-3
CC(C)CCNc1cc(=O)n(C)c(=O)n1C,4
COC(=O)c1cc(C(=O)OC)cc(N2C(=O)CN=C2Nc2nc(C)cc(C)n2)c1,3
CC(C)NC(=O)C1CC(=O)N(c2ccc(F)c(Cl)c2)C1 (stereo unspecified),-5
COCC(C)NC(=O)CCSc1nc(-c2ccc(OC)cc2)cc(C(F)(F)F)n1 (stereo unspecified),-4
COC(=O)COc1ccc(C2NC(=O)NC(c3ccccc3)=C2C(C)=O)cc1OC (stereo unspecified),4
CC(=O)c1cccc(NC(=O)CCOc2ccccc2)c1,-14
CCNc1cc(Cl)nc(SC)n1,-4
O=C(NCc1ccc2c(c1)OCO2)C1CCC(CNS(=O)(=O)c2ccccc2)CC1 (stereo unspecified),6
Cc1c(C(c2ccc([N+](=O)[O-])cc2)c2c(C)n(C)n(-c3ccccc3)c2=O)c(=O)n(-c2ccccc2)n1C,7
COc1ccc(-c2nnc(SCCC(=O)O)n2C)cc1OC,8
CCOC(=O)c1cnn(-c2ccccc2)c1-n1cccc1C(=O)C(=O)Nc1ccccc1C(F)(F)F,8
c1ccc(CSc2nnnn2-c2cccc3ccccc23)nc1,9
Cc1cccc(C)c1NC(=O)CSc1nnc(NC(=O)CN2CCOCC2)s1,-11
CN1c2ccccc2C(C)(C)C12CCCC(=O)N2 (stereo unspecified),1
CCCOc1ccc2c(C)c(CC(=O)OC)c(=O)oc2c1,6
COC(=O)c1nn(-c2ccccc2)c(Sc2ccc(Br)cc2)c1/C=N/O,10
O=C1COc2ccc(C(=O)c3ccccc3C(=O)NCc3ccccc3)cc2N1,0
O=C(CSc1nc(-c2ccc(F)cc2)cc(C(F)(F)F)n1)NCCN1CCOCC1,7
CCCCOC(=O)Nc1ccc(C(N)=O)cc1,-10
CCOc1ccccc1OCC(=O)OCC(=O)Nc1ncc(Cl)cc1Cl,-5
COc1ccc(-n2cnnc2SCC(=O)Nc2cc(C(C)(C)C)nn2-c2ccccc2)cc1,0
CCCOC(=O)Nc1cccc(C(C)=O)c1,10
CCOC(=O)c1cnn(-c2nc(-c3ccccc3)nc3c2COC(C)(C)C3)c1N,3
COC(=O)c1sccc1-n1cccc1C(=O)C(=O)N1CC(C)OC(C)C1 (stereo unspecified),-3
CC(C)(C)n1nnnc1C(c1ccc(Cl)cc1)N(Cc1cccnc1)Cc1ccco1 (stereo unspecified),10
CC(NC(=O)c1cccnc1)C(=O)N1CCCCC1 (stereo unspecified),-5
Cc1nnc(SCC(=O)Nc2ccc(S(=O)(=O)N3CCCCC3)cc2)s1,0

# Entries above that contain a Cl atom, in the order listed:
SMILES,Artemis endo inh
Cc1ccc(NC(=O)c2sc(Cl)nc2-c2ccccc2)cc1C,2
C/C(=N\NC(=O)CSCc1ccc(Cl)cc1)c1ccc(NC(=O)c2ccccc2)cc1,10
CCCS(=O)(=O)N1CCC(C(=O)NCc2ccccc2Cl)CC1,-5
Cc1c(NC(=O)c2cc(-c3ccc(Cl)s3)nc3ccccc23)c(=O)n(-c2ccccc2)n1C,11
COc1ccc(Sc2cnn(-c3ccccc3)c(=O)c2Cl)cc1,2
O=C(O)c1cc(-c2ccc(Cl)cc2)n[nH]1,4
O=C1CC(N2CCOCC2)C(=O)N1c1cccc(Cl)c1 (stereo unspecified),-7
COc1cccc(-n2c(C)nc3c(cnn3-c3ccc(Cl)cc3)c2=O)c1,6
CCN(CC)S(=O)(=O)c1cc(-c2nnc(-c3ccc(Br)cc3)o2)ccc1Cl,9
O=C(O)c1nc(-c2ccccc2)n(-c2ccc(Cl)cc2)n1,-1
O=C(CCCn1c(=O)[nH]c2cc(Cl)ccc2c1=O)NCC1CCCO1 (stereo unspecified),3
CC(C)NC(=O)C1CC(=O)N(c2ccc(F)c(Cl)c2)C1 (stereo unspecified),-5
CCNc1cc(Cl)nc(SC)n1,-4
CCOc1ccccc1OCC(=O)OCC(=O)Nc1ncc(Cl)cc1Cl,-5
CC(C)(C)n1nnnc1C(c1ccc(Cl)cc1)N(Cc1cccnc1)Cc1ccco1 (stereo unspecified),10

# Not all compounds are listed (hit frequency here may not be typical).
